PAFAH1B2 FP inh: PAFAH1B2 (human) inhibition; recombinant PAFAH1B2, FP-rhodamine activity probe, fluorescence polarization; P68402; inhibition, % at 3.39 µM; AID 492953; hit rate 1.2% among 340,000;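 active means inhibition above the mean of all tested compounds plus 3 SD, cut at about 24% in these data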;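 further: 0% = enzyme with DMSO and 100% = wells lacking PAFAH1B2; many of its hits are not listed in these tables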
PAD4 inh: PAD4 (human) enzyme inhibition; hit rate 0.41% among 330,000; AID 485272; recombinant PAD4, RCA probe fluorescence polarization; inhibition, % at 6.36 µM;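 active means percent inhibition above a cutoff equal to the mean of all tested compounds plus 3 SD, cut at about 15% in these data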;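 further: 0% = PAD4 with RCA probe and DMSO and 100% = probe without PAD4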
Target sequence (Q9UM07 whole entry, looked up): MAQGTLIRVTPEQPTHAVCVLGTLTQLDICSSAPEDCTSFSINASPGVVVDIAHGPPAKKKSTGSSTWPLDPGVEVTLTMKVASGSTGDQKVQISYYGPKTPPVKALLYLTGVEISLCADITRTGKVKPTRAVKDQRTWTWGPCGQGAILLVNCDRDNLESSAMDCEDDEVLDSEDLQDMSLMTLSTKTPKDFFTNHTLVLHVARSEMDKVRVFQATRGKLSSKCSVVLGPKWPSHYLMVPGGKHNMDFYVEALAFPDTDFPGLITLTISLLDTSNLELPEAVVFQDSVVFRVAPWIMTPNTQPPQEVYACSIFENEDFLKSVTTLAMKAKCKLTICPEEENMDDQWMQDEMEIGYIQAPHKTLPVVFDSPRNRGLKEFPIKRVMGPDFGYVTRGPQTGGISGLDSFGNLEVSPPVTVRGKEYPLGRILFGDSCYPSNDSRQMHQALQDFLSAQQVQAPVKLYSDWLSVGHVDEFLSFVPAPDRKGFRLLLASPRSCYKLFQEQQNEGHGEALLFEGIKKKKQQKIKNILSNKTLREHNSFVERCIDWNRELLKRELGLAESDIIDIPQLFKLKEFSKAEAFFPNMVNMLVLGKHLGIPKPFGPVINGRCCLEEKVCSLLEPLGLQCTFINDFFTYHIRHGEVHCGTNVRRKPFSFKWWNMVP
pPAFAH FP inh: pPAFAH (human) enzyme inhibition | recombinant pPAFAH, FP-rhodamine probe fluorescence polarization | inhibition, % at 3.39 µM | hit rate 1.5% among 330,000 | AID 463082;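 active means inhibition above the mean inhibition across the screen plus 3 SD, cut at about 25% in these data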;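 further: inhibitors block binding of the rhodamine activity-based probe so polarization drops; 0% = enzyme with DMSO and 100% = wells lacking pPAFAH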
LYPLA2 counter: counter-screen for PME1 inhibitors: inhibitors of human LYPLA2; O95372; inhibition, % at 5.9 µM; hit rate 0.38% among 320,000; recombinant LYPLA2, FP-Rh probe fluorescence polarization;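 active means inhibition above the screen-wide mean plus 3 SD, limit set per campaign, cut at about 26% in these data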;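 further: 0% = LYPLA2 with DMSO and 100% = wells lacking LYPLA2 enzyme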
PAFAH2 inh: inhibitors of human PAFAH2; Q99487; recombinant PAFAH2, FP-rhodamine activity probe, fluorescence polarization; inhibition, % at 3.39 µM; hit rate 0.99% among 340,000; AID 492956;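 active means inhibition above the mean over all tested compounds plus 3 SD, cut at about 30% in these data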;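 further: inhibitors block probe labeling of enzyme so polarization drops; 0% = enzyme with DMSO and 100% = wells lacking PAFAH2 protein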
PAFAH1B3 inh: blocks human PAF acetylhydrolase 1B catalytic subunit 3 | Q15102 | recombinant PAFAH1B3, FP-rhodamine probe, fluorescence polarization | inhibition, % at 3.39 µM | hit rate 0.28% among 340,000 | AID 492972;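 active means inhibition above the screen-wide average of all tested compounds plus 3 SD, cut at about 25% in these data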;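 further: 0% = enzyme with DMSO only and 100% = wells lacking PAFAH1B3 protein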
PREPL inh: inhibitors of human prolyl oligopeptidase-like enzyme PREPL; hit rate 0.68% among 320,000; recombinant PREPL, fluorescence polarization activity-based probe; Q4J6C6; AID 2751; inhibition, % at 5.96 µM; in the data active means inhibition above about 43%;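 further: 0% = enzyme with DMSO and 100% = wells lacking enzyme; many of its hits are not listed in these tables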
GSTO1 counter: counter-screen for RBBP9 inhibitors: inhibitors of human GSTO1. P78417. recombinant GSTO1, activity-based probe fluorescence polarization. inhibition, % at 5.96 µM. hit rate 1.1% among 300,000. AID 1974;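 active means inhibition above the campaign mean inhibition plus 3 SD, cut at about 35% in these data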;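 further: 0% = GSTO1-1 with DMSO and 100% = wells lacking GSTO1-1 enzyme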
Target sequence (P78417 whole entry, looked up): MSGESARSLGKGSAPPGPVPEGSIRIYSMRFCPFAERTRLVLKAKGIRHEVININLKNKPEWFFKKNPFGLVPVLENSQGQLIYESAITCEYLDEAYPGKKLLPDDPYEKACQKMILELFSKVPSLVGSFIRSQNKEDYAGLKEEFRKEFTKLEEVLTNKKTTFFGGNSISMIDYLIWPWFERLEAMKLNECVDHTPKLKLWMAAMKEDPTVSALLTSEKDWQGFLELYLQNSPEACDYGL
LYPLA1 counter: LYPLA1 (human) inhibition in PME1 counter-screen. O75608. recombinant LYPLA1, FP-Rh probe fluorescence polarization. inhibition, % at 5.9 µM. hit rate 0.16% among 320,000. AID 2174;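 active means inhibition above the mean of all tested compounds plus 3 SD, set per campaign, cut at about 14% in these data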;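 further: inhibitors block serine hydrolase probe labeling of LYPLA1 so polarization falls; 0% = enzyme with DMSO and 100% = wells lacking LYPLA1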
Starred values were filed as active, the others as inactive; nt = no result given.

no.	smiles	PAFAH1B2 FP inh	PAD4 inh	pPAFAH FP inh	LYPLA2 counter	PAFAH2 inh	PAFAH1B3 inh	PREPL inh	GSTO1 counter	LYPLA1 counter
1	O=C(CSc1nnc(COc2ccccc2)o1)NC1CC2CCC1C2 (centres undefined)	5	-5	-2	4	-6	14	15	-2	2
2	Cc1cccc(NC(=O)Cc2nnc(NC(=O)Nc3ccccc3F)s2)c1	1	-5	-1	-5	-6	0	-4	-3	-2
3	COc1cccc(Nc2ncc(C(=O)O)c3ccccc23)c1	0	-3	1	3	-1	5	-12	6	-2
4	CCOc1ccc(S(=O)(=O)N2CCCC(C(=O)NCc3ccncc3)C2)cc1Cl (centres undefined)	1	4	-2	-3	8	1	7	9	-1
5	CCc1cc2c(C)ccc(C)c2nc1SCC(=O)Nc1cc(C)on1	4	-1	-5	3	6	2	3	0	1
6	Cc1ccccc1NC(=O)c1cc2c(C)nc3ccccc3c2o1	1	-7	6	-1	2	1	3	-10	0
7	CCS(=O)(=O)c1ccc2oc(Nc3ccc(C(C)C)cc3)nc2c1	-2	0	5	-1	2	-3	7	-1	-3
8	COc1ccc(S(=O)(=O)n2cnc3ccccc32)cc1OC	-3	-5	6	0	5	7	0	3	0
9	Cc1ccc(C(=O)NCC(=O)OCC(=O)N2CCCc3ccccc32)cc1	2	0	2	-1	2	13	-3	4	2
10	CCOc1ccc(NC(=O)c2ccc(NCC(=O)N3CCCCCC3)cc2)cc1	-3	-3	1	-7	-1	9	-3	-15	-3
11	COC(=O)c1ccc(C(=O)OC)c(NC(=S)N2CCN(C(=O)C3CCCO3)CC2)c1 (centres undefined)	2	-2	-3	4	-3	10	9	6	0
12	CC(NC(=O)c1cc2c(cc1Cl)N1CCCCCC1=NS2(=O)=O)c1ccc(S(N)(=O)=O)cc1 (centres undefined)	2	0	0	3	0	5	-3	-4	0
13	O=C(CCS(=O)(=O)Cc1ccc(Cl)cc1)NCCCN1CCOCC1	4	-2	12	1	9	4	10	3	2
14	Cc1cc(NC(=O)c2ccc(Cl)c(S(=O)(=O)N3CCCCC3)c2)no1	4	-7	6	0	4	-3	8	9	-1
15	COCCN1C(=O)c2ccc(C(=O)O)cc2C1=O	5	-8	-1	6	0	11	14	-2	-2
16	CC(/C=N/Nc1ncc(C)c(=O)[nH]1)=C\c1ccccc1	1	0	0	3	-1	-6	19	-9	1
17	C=CCn1cccc(C(=O)Nc2ccc(OC)c(Cl)c2)c1=O	0	3	5	-6	3	0	11	-11	-2
18	COc1cccc(-n2cc(CN(C)Cc3nc(Cc4cccc(F)c4)no3)cn2)c1	6	-4	14	7	3	2	-1	2	3
19	Cc1ccc2c(N)c(C(=O)N(c3ccccc3)c3ccccc3)sc2n1	3	-2	7	1	1	3	6	6	-2
20	Cn1c(=O)cc(OCC(=O)NCc2cccs2)c2ccccc21	6	-5	-2	3	5	1	-2	-1	2
21	COc1ccccc1NC(=O)Nc1nc(CC(=O)NCc2ccc(F)cc2)cs1	0	-5	5	-9	4	6	-14	-18	-4
22	COc1ccccc1N1CCN(CC(=O)Nc2cccc(F)c2)CC1	1	-1	3	-4	3	5	5	-5	-1
23	O=C(COC(=O)/C=C/c1ccc2c(c1)OCO2)Nc1ccccc1	9	1	3	-13	79*	8	1	7	-5
24	NC(=O)C1CCCN(C(=O)c2ccc(NC(=O)c3cccs3)cc2)C1 (centres undefined)	2	-4	-2	-1	3	2	20	nt	-2
25	Cc1ccc(-c2nnn(CC(=O)N(c3ccccc3)C(C(=O)NCC3CCCO3)c3cccs3)n2)o1 (centres undefined)	0	0	1	-3	5	-4	6	9	0
26	COc1ccccc1NC(=O)C(Cc1ccc(Cl)cc1)c1nn[nH]n1 (centres undefined)	5	2	1	5	10	11	10	-1	4
27	Cc1ccc(C(=O)NNC(=O)c2ccco2)cc1	-3	-2	2	-8	-1	3	-1	-1	-1
28	O=S(=O)(c1ccc(-c2n[nH]c(=S)o2)cc1)N1CCCCC1	17	-2	-2	1	18	-6	2	0	1
29	CN1C2=CC=CC=CC2=[N+](C)C12C([N+](=O)[O-])=CC(=[N+]([O-])[O-])C=C2[N+](=O)[O-] (centres undefined)	nt	-5	-6	0	nt	nt	7	11	-2
30	CCCN(C(=O)c1ccco1)c1nnc(-c2ccccc2C)s1	3	3	1	-8	11	5	3	-3	-4
31	CCN1CCN(CCCNC(=O)CCC(=O)N2CC(C)Oc3ccc(C)cc32)CC1 (centres undefined)	2	1	-1	0	0	8	21	10	-3
32	COc1ccccc1N(CC(=O)Nc1cc(C)on1)S(=O)(=O)c1ccc(Cl)cc1	18	-1	1	4	-9	-3	3	-1	2
33	CN1CCC(NC(=O)Cc2c(F)cccc2Cl)CC1	-1	-4	7	-1	-7	0	9	2	1
34	CCOC(=O)c1c(NC(=O)C2COc3ccccc3O2)sc2c1CC(C)(C)NC2(C)C (centres undefined)	-1	3	-1	-10	6	5	42	9	-5
35	CCOc1ccccc1C(=O)N1CCN=C1SC	6	11	4	3	-1	5	1	1	-3
36	O=C1CN(C(=O)c2c(F)cccc2F)C(c2ccc(F)cc2)c2cc(Br)ccc2N1 (centres undefined)	10	5	-1	10	3	3	24	-1	1
37	Cc1ccc(C)c(NC(=O)CCN2CC(C)CC(C)C2)c1 (centres undefined)	4	0	1	-1	-1	5	-13	8	1
38	COC(=O)C1=C(C)NC(=O)NC1c1ccccc1 (centres undefined)	6	2	2	3	-1	3	-4	3	-2
39	CSCCC(=O)NC1CCCN(CCc2ccccc2)C1 (centres undefined)	7	1	3	4	2	7	-8	0	0
40	CC[C@]1(C(=O)OC)[C@H]2C(=O)N(C)C(=O)[C@H]2[C@H]2CN=C(SCc3ccccc3)N21	8	-3	9	nt	-6	9	nt	nt	nt
41	Cc1ccc2nc3c(cc(C(=O)NCCN4CCOCC4)c(=N)n3CCCN3CCOCC3)c(=O)n2c1	3	2	7	-4	1	0	17	4	-4
42	COc1ccc2[nH]cc(/C=N/NS(=O)(=O)c3ccc(C)cc3)c2c1	6	2	11	3	2	10	9	12	2
43	COC(=O)C1=C(C)NC(=O)NC1c1ccc(OC(=O)c2ccco2)cc1 (centres undefined)	1	2	3	3	3	8	36	5	-1
44	CC(C)c1csc(CN2CCCC(CCC(=O)NCc3ccccc3F)C2)n1 (centres undefined)	4	3	2	-5	6	2	4	-2	-1
45	COc1ccc(-c2sc3ccc(N4CCOCC4)cc3c2-c2ccc(O)cc2)cc1	-4	1	-3	0	-4	-4	15	nt	4
46	Nc1nnc(COc2ccccc2)s1	2	-1	-1	6	3	4	-4	-11	1
47	CC(NC(=O)CSc1ncccc1C(=O)O)C1CC2CCC1C2 (centres undefined)	29*	-8	3	4	8	0	3	4	-2
48	CC(C)CCC1(C)NC(=O)N(CC(=O)c2ccc[nH]2)C1=O (centres undefined)	6	-1	13	-2	2	2	10	0	-2
49	CC(C)(C)c1ccc(C(=O)NC(=S)NCc2ccco2)cc1	1	1	3	-8	-5	3	-5	-3	1
50	Cc1ccc(C(=O)N/C(=C\c2ccc(F)cc2)C(=O)NCCN2CCOCC2)cc1	-4	-5	4	1	-3	-4	-3	0	0
51	O=C(CN1C(=O)c2ccccc2S1(=O)=O)NC1CCCC1	4	-5	2	-1	-6	3	-4	4	-3
52	CCc1ccccc1NC(=O)NCCN1CCCCC1	2	5	-1	0	4	10	12	-6	1
53	O=C(C=C=Nc1ccccc1)C(=O)N=C=Cc1ccccc1	5	-3	4	4	1	4	1	5	-3
54	Cc1nc(S/C(=C/c2ccc(-c3ccc(Cl)cc3)o2)C(=O)O)n[nH]1	9	-2	11	3	19	5	1	10	20*
55	COc1ccc(/C=N\NC(=O)c2cc(O)c(O)c(O)c2)cc1CN1CCN(c2ccc(F)cc2)CC1	-6	-3	30*	-18	-6	13	54*	52*	-19
56	Cc1cc(NC(=O)CSc2cn(CCNC(=O)c3ccc(F)cc3)c3ccccc23)no1	3	-5	-1	4	6	6	-6	-3	-1
57	c1ccc(OCC2CCNCC2)nc1	-3	0	-3	3	-1	-1	-5	3	4
58	COc1ccc(-c2oc3ncn(CCN4CCOCC4)c(=N)c3c2-c2ccc(OC)cc2)cc1	11	-2	12	2	5	5	48*	22	11
59	COc1ccc(NC(=O)CNC(=O)c2nn(-c3ccc(OC)c(Cl)c3)c(=O)c3ccccc23)c(OC)c1	-3	-7	-4	-13	-8	0	-16	-10	-9
60	CCCCn1c(N)c(N(CCOC)C(=O)COC(=O)COc2c(C)cccc2C)c(=O)[nH]c1=O	1	0	3	0	4	10	8	3	0

(list continues)
no.	smiles	PAFAH1B2 FP inh	PAD4 inh	pPAFAH FP inh	LYPLA2 counter	PAFAH2 inh	PAFAH1B3 inh	PREPL inh	GSTO1 counter	LYPLA1 counter
61	CC(=O)Nc1ccc(N2C(=O)CSC2c2cccc([N+](=O)[O-])c2)cc1 (centres undefined)	4	-2	3	-1	5	4	-11	-2	-4
62	O=C(CN1C(=O)NC(c2ccccc2)(c2ccccc2)C1=O)N1CCOCC1	4	5	3	3	-1	16	-1	nt	2
63	O=C(NCc1ccco1)c1ccccc1NS(=O)(=O)c1cccs1	3	-6	6	0	4	3	1	0	-6
64	Cc1cc(C)n(-c2ccc(C(=O)OCC(=O)Nc3cc(Cl)ccc3[N+](=O)[O-])cc2)n1	1	2	4	2	3	4	3	1	5
65	COc1ccc(S(=O)(=O)N(C)c2ccc(C(=O)N3CCCC3)cc2)cc1	9	-6	-5	-4	3	5	-9	-2	1
66	CCOc1ccc(C(=O)NNC(=O)c2cc(C)oc2C)cc1	8	-8	10	6	3	3	5	1	5

Bioassay records: PubChem BioAssay, The Scripps Research Institute Molecular Screening Center

Some of the compounds tested; rates above refer to the full screens.
